Screening data as filed in PubChem BioAssay.
Vif-A3G inh – qHTS for Inhibitors of Vif-A3G Interactions: qHTS; DNA dC->dU-editing enzyme APOBEC-3G (Homo sapiens), Q9HC16; HeLa A3G-eYFP + Vif (tagged APOBEC3G with the HIV-1 protein that degrades it), YFP fluorescence, overnight; Potency, µM (titrated, usually from 46.1 µM), inactives show at the top dose activity, negative = active, usual class: inhibitors; 410,000 compounds, 0.076% hits; AID 602310, 2012;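 note: potency is the fitted concentration of half-maximal effect; % is set by controls: 0 for no effect and ±100 for the full control effect; nearly all actives have a fitted effect of over 60% in size; hits raise eYFP signal because A3G escapes Vif-driven loss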
Target sequence (Q9HC16 whole entry, looked up): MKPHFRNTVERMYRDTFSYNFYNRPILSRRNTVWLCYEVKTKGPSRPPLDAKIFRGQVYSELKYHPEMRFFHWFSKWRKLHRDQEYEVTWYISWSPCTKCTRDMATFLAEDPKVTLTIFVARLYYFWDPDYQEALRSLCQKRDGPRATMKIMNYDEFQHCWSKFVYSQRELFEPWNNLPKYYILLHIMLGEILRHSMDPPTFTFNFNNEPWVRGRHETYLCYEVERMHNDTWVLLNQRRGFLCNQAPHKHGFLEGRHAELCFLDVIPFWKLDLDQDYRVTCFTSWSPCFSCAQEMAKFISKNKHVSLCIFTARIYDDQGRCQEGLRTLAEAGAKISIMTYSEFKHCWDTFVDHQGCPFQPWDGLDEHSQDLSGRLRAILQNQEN
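HeLa cells stably expressing Vif and C-terminally eYFP-tagged A3G, seeded overnight at 37 deg C, then exposed to compound by pintool overnight at 37 deg C. Rise in yellow fluorescence (Ex 488/Em 500-530, Acumen) marks blocked Vif-driven A3G degradation.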
D1 PAM – Potentiators of Human D1 Dopamine Receptor: qHTS. HEK293 TREx D1 cells, calcium flux, dopamine EC20 potentiation. potentiation, % at 10 µM. 360,000 compounds, 0.036% hits; in the data active = potentiation above about 30%; note: 0% is about no effect
GRP78 ERSR act – qHTS for Inducers of the Endoplasmic Reticulum Stress Response (ERSR) in Human Glioma: qHTS; Potency, µM, without a hit: top-dose activation, usual class: activators; 420,000 compounds, 0.02% hits; U87-MG GRP78 promoter luciferase reporter, 16 h; note: potency is the fitted concentration of half-maximal effect; series mostly up to about 76 µM; % of control where 0% means no effect; nearly all actives have a fitted effect of over 35% in size
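Stably transfected U87-MG human glioma cells carrying a GRP78-based luminescent sensor were seeded at 1000 cells/well, pin-dosed with compounds and incubated 16 h. Luciferase reagent was then added, and end-point luminescence was read after 10 min at room temperature.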
Vif-A3F inh – qHTS for Inhibitors of Vif-A3F Interactions: qHTS. HeLa A3F-eYFP + Vif (tagged APOBEC3F with the HIV-1 protein that degrades it), YFP fluorescence increase. Potency, µM (top dose mostly 46.1 µM), inactives show at the top dose activity, negative = active. 390,000 compounds, 0.2% hits. AID 602313, 2012; note: potency is the fitted concentration of half-maximal effect; % of control where 0% means no effect; nearly all actives have a fitted effect of over 65% in size
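Fluorescence increase (Ex 488/Em 500-530) after overnight compound treatment at 37 deg C flags inhibition of Vif-driven A3F-eYFP loss in stable HeLa A3F-eYFP/Vif cells seeded overnight beforehand.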
RXFP1 ag – qHTS Assay for Agonists of the Relaxin Receptor RXFP1. HEK293T-RXFP1 cAMP TR-FRET, 30 min; response scale: percent of porcine relaxin response, buffer zero. 370,000 compounds, 0.3% hits. Relaxin receptor 1 (Homo sapiens), Q9HBX9. Potency, µM (series often up to 57.5 µM), for the others: at the highest dose activation, usual class: activators; note: potency is the fitted concentration of half-maximal effect; % is set by controls: 0 for no effect and ±100 for the full control effect; nearly all actives have a fitted effect of over 60% in size; many of its hits are not listed in these tables
Target sequence (Q9HBX9 whole entry, looked up): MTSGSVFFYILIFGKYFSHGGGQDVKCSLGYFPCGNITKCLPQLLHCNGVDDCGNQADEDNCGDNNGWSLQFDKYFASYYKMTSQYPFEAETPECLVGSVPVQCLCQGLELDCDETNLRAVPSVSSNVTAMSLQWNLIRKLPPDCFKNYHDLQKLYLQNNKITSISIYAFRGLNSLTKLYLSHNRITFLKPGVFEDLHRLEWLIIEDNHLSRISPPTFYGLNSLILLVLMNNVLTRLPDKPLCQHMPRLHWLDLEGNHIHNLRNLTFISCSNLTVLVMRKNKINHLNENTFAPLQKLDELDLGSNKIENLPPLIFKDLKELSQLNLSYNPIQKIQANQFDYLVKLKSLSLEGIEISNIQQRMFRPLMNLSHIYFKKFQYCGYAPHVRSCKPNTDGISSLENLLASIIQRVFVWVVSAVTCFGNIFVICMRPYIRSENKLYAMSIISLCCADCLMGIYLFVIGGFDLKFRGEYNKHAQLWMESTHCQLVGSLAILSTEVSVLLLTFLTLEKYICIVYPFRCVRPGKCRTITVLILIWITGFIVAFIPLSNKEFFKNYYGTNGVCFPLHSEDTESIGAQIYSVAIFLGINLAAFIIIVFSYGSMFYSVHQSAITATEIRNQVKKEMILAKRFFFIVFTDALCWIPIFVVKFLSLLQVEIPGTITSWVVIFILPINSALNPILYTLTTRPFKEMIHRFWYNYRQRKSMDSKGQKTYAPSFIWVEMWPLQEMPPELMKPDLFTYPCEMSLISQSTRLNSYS
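Agonist response is measured as cAMP accumulation in an RXFP1-transfected HEK293T line under PDE4 inhibition. Values are scaled between buffer-only and 29 nM porcine relaxin, and EC50s come from standard Hill equation fits.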
D1 agonist – Allosteric Agonists of the Human D1 Dopamine Receptor: qHTS | D(1A) dopamine receptor (Homo sapiens), P21728 | AID 504660, 2011 | activation, % at 2 µM | 360,000 compounds, 1% hits | HEK293 T-REx D1 cells, calcium flux, agonist mode; in the data active = activation above about 30%; note: 0% is about no effect
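Inducible HEK293 T-REx D1 cells, force-coupled to calcium signalling, were plated at 4000 cells/well with tetracycline and held overnight at 30 C. After no-wash calcium dye loading, compound-evoked calcium rise over 180 s flagged agonists.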
RXFP1 antagonist – qHTS Assay for Antagonists of the Relaxin Receptor RXFP1; HEK293-RXFP1, relaxin-stimulated cAMP HTRF, 30 min; stronger effect = lower value; activity change, negative = inhibition, % at 57.5 µM; 350,000 compounds, 0.59% hits; AID 1259400, 2018;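 active = activity change of -60% or lower, but not beyond a set lower limit; inconclusive = change between -60% and -40%, or beyond the set limit; inactive = change above -40%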; note: % is set by controls: 0 for no effect and ±100 for the full control effect
D2 potentiator – HTS Assay for Positive Allosteric Modulators of the Human D2 Dopamine Receptor: Primary Screen for Potentiators; potentiation, % at 10 µM; 340,000 compounds, 0.34% hits; HEK293 T-REx D2, calcium flux, EC20 dopamine potentiation; D(2) dopamine receptor (Homo sapiens), P14416; AID 485347, 2010;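 active = potentiation over 3 SD above the plate norm, cut at about 30% in these data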; note: 0% is about no effect
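Cells plated with tetracycline inducer and held overnight at 30 C; calcium dye loaded 30–90 min at room temperature; baseline taken, compound added and read 180 s; EC20 dopamine then added and read 180 s.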
D1 antagonist – Antagonist of Human D 1 Dopamine Receptor: qHTS; activity change, negative = inhibition, % at 10 µM; 360,000 compounds, 3.2% hits; D(1A) dopamine receptor (Homo sapiens), P21728; HEK293 TREx D1 cells, calcium flux, dopamine EC80; stronger effect = lower value; in the data active = activity change below about -30%; note: % is set by controls: 0 for no effect and ±100 for the full control effect
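Tetracycline-induced HEK293 T-REx cells with force-coupled D1 receptor were loaded with a no-wash calcium dye. Compound was added after a 10 s baseline and read kinetically for 180 s; EC80 dopamine was then added and calcium flux followed another 180 s.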
An asterisk follows results filed as active; ? = inconclusive; . = not tested or not shown; [ ] = remark or other dose. Unless noted, calls come from the whole dose curve; as a rule, active = well fitted curve in the direction sought with a large enough effect; inconclusive = small, poorly fitted or top-dose-only effect, or another doubt; inactive = no such curve, though single readings can be large; an effect the other way counts as inactive or inconclusive. Some of the compounds tested, so the mix of outcomes need not match the whole.

SMILES	Vif-A3G inh	D1 PAM	GRP78 ERSR act	Vif-A3F inh	RXFP1 ag	D1 agonist	RXFP1 antagonist	D2 potentiator	D1 antagonist
CCCc1cc(C(=O)N2CCCC(Nc3ccc(C)c(C)c3)C2)n(C)n1 (stereo not given)	0%	6	-2%	-4%	1.8%	2	-12	11	-11
O=C(Nc1ccc(O)cc1)/C(=C\c1ccncc1)NC(=O)c1ccccc1	0%	9	-3%	-1%	-0.1%	7	-13	5	9
Cc1ccc(OCc2ccc(C(=O)Nc3ccc(C(N)=O)cc3)o2)c([N+](=O)[O-])c1	-1%	-5	2%	-1%	1.4%	2	8	3	3
COc1ccc(-c2[nH]ncc2/C=N/NC(=O)c2cccc([N+](=O)[O-])c2)cc1OC	-13%	-1	0%	-1%	0.5%	3	-7	-5	-22
COC(=O)c1nc(NC(C)=O)n[nH]1	.	2	.	.	0.9%	0	.	0	0
O=C(COC(=O)c1ccc(Cl)nc1)Nc1cccc(S(=O)(=O)N2CCCCC2)c1	-3%	-4	-5%	-3%	1.3%	10	6	-4	-20
CNC(=O)CSCc1cnn(-c2ccccc2)c1-n1cccc1	-2%	3	-2%	0%	-0.5%	0	-17	2	6
CCn1nccc1C(=O)NC1=C(C#N)CCC1	2%	2	0%	0%	-0.5%	-1	-25	.	-4
O=C(Nc1ccc2c(c1)OCO2)C(c1ccccc1)N1CCN(C(=O)c2ccco2)CC1 (stereo not given)	1%	-4	5%	.	1.7%	6	-6	.	3
Cc1ccc(C)c(NC(=O)CSc2nnc(-c3ccccc3)o2)c1	0%	-7	-4%	-9%	2.6%	0	-14	-17	-24
CC(C)(C)c1ccc(-n2ncc3c2CCCC3NC(=O)c2cnccn2)cc1 (stereo not given)	-13%	-3	1%	-13%	-0.4%	14	-15	2	-10
COc1ccc([C@@H]2[C@@H](C(=O)C(C)(C)C)N3N=Cc4ccccc4[C@@H]3C23C(=O)OC(C)(C)OC3=O)cc1OC	1%	1	0%	-17%	0.2%	5	-3	-1	-20
CCOC(=O)N1CCN(C(=O)c2cccc(NC(=O)c3ccco3)c2)CC1	2%	-7	-3%	1%	1.3%	3	-5	-1	-63*
CCSc1nc2sc3c(c2c(=O)[nH]1)CCCC3	1%	-2	0%	-3%	0.9%	1	-5	-7	4
COCCn1c(SCc2nc3ccccc3s2)nc2ccccc21	1%	-3	6%	1%	-0.3%	3	-6	13	-1
CC1CC(C)CN(C(=O)COc2cccnc2[N+](=O)[O-])C1 (stereo not given)	-1%	.	-2%	2%	.	.	-7	.	.
CCCc1nc2c(C)cc(C)cc2c(N)c1CC	0%	-2	-5%	5%	0.8%	2	12	-6	-16
CC(C)(C)c1ccc(OCCON2C(=O)CCC2=O)c(Cl)c1	-2%	-2	-4%	-2%	2.8%	6	-3	-1	-22
Cn1cc(S(=O)(=O)N2CCCC2)cc1C(=O)NCc1ccccc1	3%	-5	-4%	1%	-2.4%	6	1	-4	3
COc1cc(/C=C(/C#N)C(=O)NCCCc2ccccc2)ccc1OCC(=O)O	3%	-2	1%	-14%	-2.6%	1	3	5	-5
CC(C)NC(=O)C1CC=CCC1C(=O)O (stereo not given)	0%	-5	-7%	2%	4.4%	3	-8	3	-1
CN(C)c1nc(N)nc(Cn2ccnc2)n1	0%	-3	-2%	-12%	-1.4%	3	4	-9	-4
COc1ccc(NC(=O)CSc2nncn2C)c([N+](=O)[O-])c1	-4%	-3	-4%	1%	-3.3%	0	-17	-2	5
COC(=O)CCCC1=CC2=C(c3ccccc3)C(=O)C(C)(OC(=O)C3CCCC3)C(=O)C2=CN1C(CO)CO (stereo not given)	4%	-3	-2%	6%	-1.7%	3	.	9	-10
CCOc1ccc(C(=O)C[n+]2ccccc2C)cc1	1%	-3	-7%	-4%	-0.4%	4	6	7	0

Compound profiles (already shown). Order of screens: Vif-A3G inh	D1 PAM	GRP78 ERSR act	Vif-A3F inh	RXFP1 ag	D1 agonist	RXFP1 antagonist	D2 potentiator	D1 antagonist
`O=C(Nc1ccc(O)cc1)/C(=C\c1ccncc1)NC(=O)c1ccccc1` is entered as 0%	9	-3%	-1%	-0.1%	7	-13	5	9
`CC(C)(C)c1ccc(-n2ncc3c2CCCC3NC(=O)c2cnccn2)cc1` (stereo not given) is entered as -13%	-3	1%	-13%	-0.4%	14	-15	2	-10

(list continues)
SMILES	Vif-A3G inh	D1 PAM	GRP78 ERSR act	Vif-A3F inh	RXFP1 ag	D1 agonist	RXFP1 antagonist	D2 potentiator	D1 antagonist
COc1ccc(-n2c(SCC(=O)Nc3cc(C)on3)nc3c(c2=O)SCC3)cc1	-2%	1	-2%	1%	-0.6%	0	-3	-7	0
COc1ccc(C2CC(=O)c3c(C)nc(N4CCN(Cc5ccccc5)CC4)nc3C2)cc1OC (stereo not given)	4%	-5	1%	-2%	0.1%	7	-1	0	-4
COc1ccc(CC(=O)N(C)Cc2ccc(Cl)cc2)cc1S(=O)(=O)N1CCOCC1	0%	2	-3%	-3%	0.1%	10	-10	14	-15
O=C(Nc1nnc(C2CCCC2)s1)C1CCC1	0%	0	5%	-6%	2.1%	1	11	11	12
CCOc1ccc(NC(=O)CN(C)C(=O)Cc2ccc3c(c2)OCCO3)cc1OCC	0%	.	-2%	-9%	.	.	0	.	.
CCc1nnc(NC(=O)c2oc3cc(C)c(C)cc3c2C)s1	-1%	-1	2%	3%	1.2%	1	5	2	0
Cc1c(-c2ccccc2)n(O)c(-c2ccc(N(C)C)cc2)[n+]1[O-]	0%	.	-3%	0%	.	.	-5	.	.
CC(=O)c1ccc(N2CCN(C(=O)COc3ccc4ccccc4c3)CC2)cc1	-1%	.	-2%	-9%	.	.	-9	.	.
COc1ccc(CNc2n[nH]c(-c3ccco3)n2)cc1OC	3%	-1	-1%	-10%	0.0%	1	-5	18	-12
Cc1ccc(Sc2c(CO)c(-c3ccccc3)nn2C)cc1	-43%	1	-2%	-17%	-3.6%	8	-39	12	-14
Cc1ccc(S(=O)(=O)c2cc3ccccc3oc2=O)cc1	-17%	-7	-2%	0%	?	2	-21	1	-4
O=C(Cc1cccs1)Nc1ccccc1-c1nc2ccccc2[nH]1	-29%	-6	-3%	-16%	0.0%	7	-19	-4	-28
CC(=O)Nc1ccccc1OC(C)C(=O)N1CCC(C)CC1 (stereo not given)	5%	2	0%	5%	-0.8%	2	2	6	4
Cc1cc(Nc2ccc(C(=O)O)cc2)n2nc(C)nc2n1	-4%	1	-1%	-2%	7.0%	-2	4	-9	6
CSCCC(Nc1ccc(S(=O)(=O)N2CCOCC2)cc1[N+](=O)[O-])C(=O)OCC(=O)NCC(C)C (stereo not given)	-6%	5	0%	0%	0.6%	0	-10	.	-23
CCCNC(=O)C(Cc1ccccc1F)NC(=O)c1ccc(C#N)cc1 (stereo not given)	5%	-2	-3%	2%	-0.1%	0	.	-4	-19
CCOc1ccc(S(=O)(=O)NCC2(N3CCCCC3)CCCCC2)cc1	2%	-5	-2%	4%	0.1%	-2	-9	0	-20
CCn1c(C2CC(=O)N(c3ccc(C)c(C)c3)C2)nc2ccccc21 (stereo not given)	-1%	-7	-5%	2%	-0.7%	5	5	-10	-5
CCOc1ccc(-c2nnc(-c3ccco3)o2)cc1	-3%	1	-8%	5%	1.2%	0	-22	-3	0
CCNC(=O)C(=O)Nc1cc2c3c(c1)CCN3C(=O)CC2	2%	1	-6%	-4%	0.7%	4	-4	-2	0
Cc1ccccc1NC(=O)Nc1csc2c1CCCC2	-2%	-5	-1%	7%	-0.9%	12	-25	-24	-23
CCC(=O)C1=C(c2ccccc2)N(C(=O)CC)n2c(nnc2-c2ccccc2)S1	3%	0	1%	10%	2.7%	-2	-5	10	.
Cc1ccc(SCCC(=O)N2CCC(C)CC2)cc1	-8%	-4	-3%	4%	1.0%	1	-6	12	-15
Cc1ccc(N2C(=O)CS/C2=N\C(=S)Nc2ccccc2)cc1	-3%	4	-4%	-25%	-52%[inhibitor]	0	?	.	2
O=S(=O)(NCc1csc(-c2cccs2)n1)c1cccs1	0%	-2	-3%	2%	1.4%	2	-8	-6	-12
(continued)
SMILES	Vif-A3G inh	D1 PAM	GRP78 ERSR act	Vif-A3F inh	RXFP1 ag	D1 agonist	RXFP1 antagonist	D2 potentiator	D1 antagonist
Cc1cc(NC(=O)CN2C(=O)N(C)C3(CCCCC3)C2=O)ccc1Br	-18%	.	-1%	1%	0.5%	15	3	-12	-4
O=[N+]([O-])c1cccc(C2Nc3ccccc3CO2)c1 (stereo not given)	1%	.	-3%	0%	.	.	8	.	.
CN(C)S(=O)(=O)c1cccc(NC(=O)COC(=O)CNC(=O)c2ccccc2F)c1	-2%	-1	-3%	7%	0.0%	0	2	-8	-5
CCN1C(=O)N[C@@H](CCc2ccccc2)[C@@H](C(=O)OC)[C@H]1C	-3%	0	-5%	4%	-1.8%	9	.	4	28
CCc1ccc(NC(=O)CN(c2ccc(C)cc2)S(=O)(=O)c2cccs2)cc1	1%	0	-3%	0%	-1.6%	2	.	-5	-15
CCOc1ccccc1C(=O)N(CN1CCCC1=O)c1cccc(Cl)c1	0%	-5	-3%	0%	3.4%	2	-2	-4	-2
Cc1ccc(NC(=O)Cn2c(=O)c3cc(Cl)ccc3n3nncc23)cc1	3%	-1	-2%	1%	4.0%	-2	.	-2	10
CCCOC1CCCN(C(=O)c2cc(COc3ccc(F)c(F)c3)on2)C1 (stereo not given)	-1%	1	7%	-11%	2.2%	17	-8	5	-12
O=C(Nc1nccs1)c1ccccc1N=Cc1ccccc1	-17%	0	2%	-3%	3.2%	0	-8	-9	-3
O=C(Nc1cccc(O)c1)c1cc(-c2ccccc2F)no1	-2%	-4	3%	3%	1.6%	0	-6	-5	-7
